# Compound activity from PubChem BioAssay.
# ER stress surv = protection against thapsigargin ER stress killing – CSM14.1 cells, ATP luminescence, primary screen. 48,000 compounds, 0.33% hits. CSM14.1 thapsigargin ER stress survival. relative survival (cellular ATP), % at 15 µg/mL (by protocol). AID 1010, 2008;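 active = survival measured by cellular ATP above 50% at 15 µg/ml in the first screen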;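 note: cell death triggered by about 15 µM thapsigargin; ATP read 24 h after thapsigargin was added; plate controls were thapsigargin with DMSO for no effect and DMSO without thapsigargin for full effect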
# An asterisk follows results filed as active.
SMILES,ER stress surv
CC(NC(=O)c1cc2n(n1)C(C(F)(F)F)CC(c1ccc(Br)cc1)N2)c1ccccc1 (stereo unspecified),7
COC(=O)c1c(NC(=O)c2cncc(Br)c2)sc2c1CCC2,-3
CCCCCC/C(=N\NC(=O)c1ccncc1)c1ccccc1,5
COc1ccc(OC)c(N/C=C(/C#N)c2nc(-c3cc4c(ccc5ccccc54)oc3=O)cs2)c1,8
COc1ccc(N2C(=O)C3C(C2=O)C2(C)C(=O)C3(C)C(c3ccccc3)=C2c2ccccc2)cc1 (stereo unspecified),-3
COC(=O)c1cc(N=NC2=C(O)CC(C)(C)CC2=O)cc(C(=O)OC)c1,9
Cc1ccc(-c2nc3ccccc3s2)cc1NC(=S)NC(=O)c1ccco1,6
CCOC(=O)COc1ccc(Br)cc1/C=C1/C(=O)NN(c2cccc(Cl)c2)C1=O,6
C#CCOc1ccc(Br)c(/C=N/NS(=O)(=O)c2ccc(C)cc2)c1,-4
O=C(Nc1cccc(Cl)c1)Nc1nnc(-c2ccncc2)s1,1
Cc1ccc(C)n1/N=C1\NC(=O)CS1,-2
CCOc1ccc(NC(=O)c2ccc(Cl)c(Cl)c2)cc1,7
COC(=O)CSC1=C(C#N)C(c2ccc(Cl)cc2)C2=C(CC(C)(C)CC2=O)N1 (stereo unspecified),6
CC(C1CC1)N(Cc1ccccc1)C(=O)Nc1cccc([N+](=O)[O-])c1 (stereo unspecified),9
COc1ccc(NC(=O)O/N=C\c2ccc(F)cc2)cc1,-2
CC(C)CC(=O)Nc1ccc(F)c([N+](=O)[O-])c1,-3
O=C(O/C(=C/c1nccn1Cc1ccccc1Cl)c1ccc(F)cc1)c1ccc(F)cc1,-2
CCc1ccc(S(=O)(=O)NNc2ccccc2)cc1,1
COC(=O)c1ccc(OC)cc1OCCN1CCOCC1,4
COc1ccc(/C=N/n2cnnc2)cc1Br,3
O=C1NCCN/C1=C\C(=O)c1cccc(Br)c1,3
C=CCNC(=O)/C(=C/c1ccc(C(C)C)cc1)NC(=O)c1ccccc1,4
Cc1ccc2[nH]c(C)c(CC(=O)N/N=C/c3ccco3)c2c1,-2
O=C(O)C1C2CCC(O2)C1C(=O)Nc1ccc2c(c1)OCCO2 (stereo unspecified),4
COc1cccc(/C=N/NC(=O)C(=O)Nc2cccc(OC)c2)c1,8

# The results go on.
SMILES,ER stress surv
N/C(=N\OC(=O)Cc1ccc(Cl)cc1)c1cccc([N+](=O)[O-])c1,4
Cc1cc(C)c(C(=O)/C(=C/c2cccs2)c2ccccc2)c(=O)[nH]1,-2
O=[N+]([O-])c1ccc(Cl)c(S(=O)(=O)Nc2ccccn2)c1,1
CC1=NN(c2ccc(Oc3ccccc3)c(S(=O)(=O)O)c2)C(=O)C1,2
CC(C)(C)c1ccc(Cn2c(-c3nonc3N)nc3ccccc32)cc1,1
COC(=O)CN(Cc1ccccc1)S(=O)(=O)c1ccc(OC)c(OC)c1,-4
Cc1ccc(CC2C(=O)N(c3ccc(Cl)c(Cl)c3)C(=O)C2C)cc1 (stereo unspecified),2
COc1cccc(/C=N/N=C(\N)c2nonc2N)c1O,0
CC1CCC(N2CCN(C(=O)c3ccc(F)cc3)CC2)CC1 (stereo unspecified),7
CCOC(=O)c1c(NC(=O)c2c(-c3c(Cl)cccc3Cl)noc2C)sc2c1CCCC2,-3
COc1ccc(C2CC(=O)C3=C(C2)Nc2ccccc2NC3c2ccc(F)c(F)c2)cc1OC (stereo unspecified),6
CC(C)=CCC/C(C)=C/C1OCCCO1,3
COc1ccc(CN2CCN(CC3CC4C=CC3C4)CC2)cc1Br (stereo unspecified),-10
Cc1cc([N+](=O)[O-])ccc1NC(=S)NC(=O)c1ccco1,1
CCOc1cc(OCC)cc(C(=O)Nc2ccc(Cl)cc2Cl)c1,2
CCCS(=O)(=O)c1c(S(=O)(=O)CCC)c2ccc(C(C)=O)cn2c1C(=O)OC,1
O=C(CSc1nnc(-c2ccccc2)c(-c2ccccc2)n1)Nc1ccc(Cl)cc1,-1
CC1(C)C(=O)N(Cc2ccccc2)c2ccccc2N1C(=O)c1ccc([N+](=O)[O-])cc1,4
Cc1csc(-c2coc3cc(O)cc(C)c3c2=O)n1,0
CN(C)c1cccc(NC(=O)c2cc3ccccc3o2)c1,-5
N#Cc1ccccc1Sc1ccccc1C(=O)N1CCOCC1,7
COc1ccc(C(=O)NC(N2CCOCC2)C(Cl)(Cl)Cl)cc1OC (stereo unspecified),3
Cc1cc(C)cc(CC2CC(=O)N(c3ccc(C)cc3Br)C2=O)c1 (stereo unspecified),2
COc1ccc(/C=C2/SC(=O)N(CNc3ccc(Br)cc3C)C2=O)cc1,-4
C=CCN1C(=O)/C(=C\c2cn(CCOc3cccc(OC)c3)c3ccccc23)SC1=S,3

# Quoted from the listing.
# Reading for `COC(=O)CN(Cc1ccccc1)S(=O)(=O)c1ccc(OC)c(OC)c1` under ER stress surv: -4
# Reading for `O=C(CSc1nnc(-c2ccccc2)c(-c2ccccc2)n1)Nc1ccc(Cl)cc1` under ER stress surv: -1

# Nothing new here: an excerpt of the list.
SMILES,ER stress surv
CC(NC(=O)c1cc2n(n1)C(C(F)(F)F)CC(c1ccc(Br)cc1)N2)c1ccccc1 (stereo unspecified),7
COC(=O)c1c(NC(=O)c2cncc(Br)c2)sc2c1CCC2,-3
CCCCCC/C(=N\NC(=O)c1ccncc1)c1ccccc1,5
COc1ccc(OC)c(N/C=C(/C#N)c2nc(-c3cc4c(ccc5ccccc54)oc3=O)cs2)c1,8
COc1ccc(N2C(=O)C3C(C2=O)C2(C)C(=O)C3(C)C(c3ccccc3)=C2c2ccccc2)cc1 (stereo unspecified),-3

# More compounds
SMILES,ER stress surv
CC(Sc1ccc(Cl)cc1)C(=O)Nc1cccc2ccccc12 (stereo unspecified),5
Cc1ccc(C(=O)N/C(=C\c2ccc(-c3cccc([N+](=O)[O-])c3)o2)C(=O)NCCCN(C)C)cc1,-8
COC(=O)c1c(-c2ccc(F)cc2)csc1NC(=O)C1CC=CCC1C(=O)O (stereo unspecified),18
CC(C)CCNC(=O)c1ccccc1[N+](=O)[O-],5
CCOc1cc(C2Nc3ccc4ccccc4c3C3=C2CC(C)(C)CC3=O)ccc1O (stereo unspecified),2
O=C(NCCc1ccc(F)cc1)C(=O)Nc1ccc(Cl)cc1,-3
COc1cc(C=Nc2ccc(S(N)(=O)=O)cc2)ccc1O,6
Cc1cc(=O)c2cc(Br)ccc2[nH]1,1
CC(C)CN1C(=O)c2ccc(C(=O)Nc3cc(Cl)ccc3C(=O)O)cc2C1=O,0
CC(=O)c1cc2c(cc1[N+](=O)[O-])OCCO2,-4
COc1ccc(C(=O)NNC(=O)c2ccc(OC)cc2OC)cc1,-2
CCCCOP(=O)(OCCCC)C(Nc1ccccc1)c1ccc(OC)cc1 (stereo unspecified),2
COC(=O)CCN(C(=O)c1ccc(F)cc1)c1ccccn1,8
CCOc1ccc(S(=O)(=O)N(CC(=O)Nc2cccc(Cl)c2C)c2ccc(C)cc2)cc1,8
Cc1ccc([N+](=O)[O-])cc1Cc1ccc(Cl)cc1,9
COc1ccc(C2=CC=C(c3ccc(OC)cc3)C2)cc1,16
COc1cc(/C=C2/SC(=S)NC2=O)ccc1OCc1ccc(I)cc1,5
COc1ccccc1CC(=O)N1CCN(c2ccc([N+](=O)[O-])cc2)CC1,1
Cc1ccc(OCCOCCOc2ccc(Br)cc2/C=N\NC(=O)c2ccncc2)cc1,11
COc1ccc(C(=O)NC2CCCCC2)cc1S(=O)(=O)N1CCOCC1,6
CCOC(=O)c1c(NC(=O)Nc2ccccc2)sc2c1CCCCCC2,5
O=C1C(=O)N(c2nccs2)C(c2cccc(Cl)c2)/C1=C(\O)c1ccc(Cl)cc1 (stereo unspecified),1
Cc1ccc2oc(C(=O)Nc3ccc(-c4nc5ccccc5o4)cc3)c(C)c2c1,-3
O=C(Cn1c2ccccc2c(=O)c2ccccc21)N/N=C/c1ccc(N2CCCC2)c([N+](=O)[O-])c1,-2
O=C(O)CCCN1C(=O)/C(=C\c2ccco2)SC1=S,4

# (cont.)
SMILES,ER stress surv
COc1cccc2c(=O)c(C(=O)O)c[nH]c12,6
COc1ccc(C2CC(C(F)(F)F)n3ncc(C(=O)Nc4cccc(C(C)O)c4)c3N2)cc1OC (stereo unspecified),-2
Cc1c(NC(=O)c2cccs2)cccc1C(=O)O,-4
Cc1ccc2oc(C(=O)Nc3ccc([N+](=O)[O-])cc3Cl)c(C)c2c1,-2
O=C1c2ccc(-c3nc4ccccc4c(=O)o3)cc2C(=O)N1c1nccs1,-1
COc1ccc(NC(=O)NCCOc2cccc3ccccc23)cc1OC,5
O=C(c1ccccc1F)N1CCN(c2c(Cl)cccc2[N+](=O)[O-])CC1,5
COc1ccc(S(=O)(=O)N2CCN(C(C)C)CC2)cc1,5
CC(=O)N(c1ccccc1C)S(=O)(=O)c1ccc(Cl)cc1,-1
Cc1cc(C)n(-c2nc(Nc3ccccc3C(F)(F)F)nc(-n3nc(C)cc3C)n2)n1,-2
COc1cccc(-c2nnc(-c3ccc(Br)o3)o2)c1,-8
CCCCNCCCOc1ccc(Cl)cc1,-14
Cc1ccc(NC(=O)COc2cccc(Cl)c2)cc1[N+](=O)[O-],13
CCC(=O)N1N=C(c2cccc([N+](=O)[O-])c2)CC1c1ccc(OC)cc1 (stereo unspecified),25
CCCc1nnc(NC(=O)c2cccc(OCC)c2)s1,4
CC(C)Cn1c(SCc2ccc(Br)cc2)nc2sc3c(c2c1=O)CC(C)(C)OC3,3
COc1cccc(NC(=O)c2cc(Br)ccc2I)c1,-2
Cc1ccc(C)c(NC(=O)c2ccc(C)c([N+](=O)[O-])c2)c1,1
Cc1nnc(Nc2ccccc2O)c2ccccc12,-2
CCOC(=O)c1ccc(N2C(=O)C=CC2=O)cc1,1
Cc1ccc(N=Cc2cc(Cl)cc(Cl)c2O)cc1F,9
CCOC(=O)c1c(N)n(CCO)c2nc3ccccc3nc12,4
CCc1c(C)sc(NC(=O)C2CCCCC2)c1C(=O)OC(C)C,-2
Cc1ccccc1-n1c(O)c(C=Nc2ccc(Cl)cc2)c(=O)[nH]c1=O,2
COc1ccccc1N1CCN(/N=C(\C)c2ccncc2)CC1,-3

# Going on with the list:
SMILES,ER stress surv
Cc1cc2nc(-c3ccc(C)c(NC(=O)c4ccc([N+](=O)[O-])cc4Cl)c3)oc2cc1C,1
COc1ccc(N(CC(=O)NCc2ccc(C)cc2)S(C)(=O)=O)cc1,2
O=C(O)CCN1C(=O)/C(=C/c2ccc(-c3ccc(Cl)cc3)o2)SC1=S,-3
C=CCOc1ccc(C(c2c(C)[nH]n(-c3ccccc3)c2=O)c2c(C)[nH]n(-c3ccccc3)c2=O)cc1,0
COc1ccc(/C=C/C(=O)Nc2c(C(C)C)cccc2C(C)C)cc1OC,11
CCc1ccc(C2(c3ccc(CC)cc3)CC2C(=O)Nc2nccs2)cc1 (stereo unspecified),18
O=C(NCCCNc1ccc([N+](=O)[O-])cc1)c1cc(F)c(F)cc1Cl,-1
CCOCCOC(=O)C1=C(C)NC2=C(C(=O)CCC2)C1c1ccccc1Cl (stereo unspecified),19
CCOc1ccc2nc(SCc3ccccn3)sc2c1,-4
Cc1ccc(S(=O)(=O)NC(=O)N2CCc3ccccc32)cc1,1
CCOc1cc(/C=N\NC(=O)CNc2ccccc2C)cc(I)c1O,-2
O=C(Nc1cc(Cl)ccc1Cl)c1ccc(Cl)c(Cl)c1,3
O=C(c1ccc(OCc2ccccc2)cc1)N1CCN(c2ccc([N+](=O)[O-])cc2)CC1,8
O=C(COc1ccc2ccccc2c1)NCc1ccc(Cl)cc1,-2
CCC1CCCCN1S(=O)(=O)c1ccc(C)c(C)c1 (stereo unspecified),6
CCCCCCCNc1ccc(NC(=O)c2ccccc2)c2c1C(=O)c1ccccc1C2=O,2
Cc1ccc(OCc2nnc(NC(=O)Nc3ccc(Cl)cc3)s2)c(C)c1,6
O=C(COc1ccc(I)cc1)Nc1ccc2c(c1)oc1ccccc12,-4
COc1ccc2oc(=O)c(C(C)=O)cc2c1,5
Cc1ccccc1CNC(=O)CN(c1cccc([N+](=O)[O-])c1)S(=O)(=O)c1ccccc1,-6
COc1cc2c(cc1OC)CC1(CCCC1)N=C2,5
COc1ccc(CC(=O)NNC(C)=O)cc1OC,9
N=C1S/C(=C\c2ccc(-c3cccc(C(=O)O)c3)o2)C(=O)N1c1ccc2c(c1)OCO2,-1
COc1ccc(-c2nc(SCC(=O)c3ccccc3)n[nH]2)cc1,5
CC1=C(C(=O)Nc2ccc(Cl)cc2)C(c2ccc(Br)cc2)NC(=S)N1 (stereo unspecified),-2

# Rewritten tab-delimited: part of the list above.
SMILES	ER stress surv
O=C(Nc1cc(Cl)ccc1Cl)c1ccc(Cl)c(Cl)c1	3
O=C(c1ccc(OCc2ccccc2)cc1)N1CCN(c2ccc([N+](=O)[O-])cc2)CC1	8
O=C(COc1ccc2ccccc2c1)NCc1ccc(Cl)cc1	-2
CCC1CCCCN1S(=O)(=O)c1ccc(C)c(C)c1 (stereo unspecified)	6
CCCCCCCNc1ccc(NC(=O)c2ccccc2)c2c1C(=O)c1ccccc1C2=O	2
Cc1ccc(OCc2nnc(NC(=O)Nc3ccc(Cl)cc3)s2)c(C)c1	6

# Next section.
SMILES,ER stress surv
CCOC(=O)c1c(C)oc2c(CN(C)C)c(Br)c(OC)c(O)c12,1
COC(=O)c1ccc(/C=N/NC(=O)CSc2nnc(-c3ccccc3)n2-c2ccccc2)cc1,9
CCOc1ccc2ccccc2c1C=C1C(=O)NC(=S)NC1=O,2
NC1=NC(=O)/C(=C/c2cccc(OCc3cccc4ccccc34)c2)S1,2
Cc1cccc(N2C(=O)C(=O)/C(=C(\O)c3ccccc3)C2c2ccc([N+](=O)[O-])cc2)c1 (stereo unspecified),0
COc1cc(/C=N/NS(=O)(=O)c2ccc(Cl)cc2)cc(OC)c1OC,3
O=C1C(Cl)=C(NCCc2ccccc2)C(=O)N1c1ccccc1,-7
Cc1ccc(C(=O)c2ccc(Br)cc2)cc1S(=O)(=O)Nc1ccc(Cl)cn1,9
Cc1cc(C)c(OCCCN2CCCC2)c(Cl)c1,-3
CCN1C(=O)/C(=C\c2ccco2)SC1=S,-3
CCCCOC(C)n1ccc(=O)[nH]c1=O (stereo unspecified),11

# Only part of the results is shown (hit frequency here may not be typical).
